PHOSPHO1 inh: inhibitors of human PHOSPHO1 phosphatase. inhibition, % at 13.3 µM. Q8TCT1. hit rate 1.1% among 290,000. recombinant PHOSPHO1, absorbance phosphatase assay; in the data active means inhibition above about 60%
Target sequence (Q8TCT1 whole entry, looked up): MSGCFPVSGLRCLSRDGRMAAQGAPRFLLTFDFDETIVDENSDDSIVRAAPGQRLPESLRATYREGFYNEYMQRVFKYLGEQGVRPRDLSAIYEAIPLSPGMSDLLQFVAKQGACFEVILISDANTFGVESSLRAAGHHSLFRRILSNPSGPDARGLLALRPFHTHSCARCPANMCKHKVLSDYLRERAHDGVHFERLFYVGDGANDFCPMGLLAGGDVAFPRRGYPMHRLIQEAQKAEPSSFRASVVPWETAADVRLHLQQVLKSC
MEKK3 PB1 HTS: raises or lowers MEK5 binding to the human MEKK3 PB1 domain; bead-based flow cytometry, Alexa488-MEK5 binding to MEKK3; actives lie on both sides; 0 = blocked by unlabeled MEK5, 100 = vehicle; Q99759; binding response (% of control), % at 10 µM; hit rate 1.4% among 290,000;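 active means binding response more than 3 SD above or below the average of its plate-row segment, actives on both sides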;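 further: Alexa488 bead fluorescence after subtracting the streptavidin-only scavenger bead signal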
MEKK2 WT-MEK5: raises or lowers MEK5 binding to wildtype human MEKK2 PB1 domain; Q9Y2U5; binding response (% of control), % at 10 µM; bead flow cytometry, Alexa488-MEK5 binding to MEKK2 WT; actives lie on both sides; hit rate 1.1% among 290,000; AID 1531; in the data active means binding response below about 67% or above about 130%
NALP1 inh: blocks the NALP1 inflammasome reconstituted in yeast | inhibition, % at 10 µM | hit rate 0.61% among 280,000 | AID 2071 | S. cerevisiae NALP1/ASC/caspase-1 growth, X-gal OD620, 72 h; in the data active means inhibition mostly above about 24%, no sharp cut-off; inactive means mostly below about 32%; further: some compounds called inactive have numbers as strong as hits
FID counter: counter-screen for HCV NS3 helicase inhibitors: DNA intercalator displacement; DNA fluorescent intercalator displacement, fluorescence; inhibition, % at 7.9 µM; hit rate 0.17% among 290,000; in the data active means inhibition above about 37%;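 further: 0% = vehicle and 100% = reference compound; higher means more ethidium bromide displaced from hairpin DNA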
MEKK2mut PB1 HTS: signal of MEK5 binding to mutant human MEKK2 PB1 domain | bead flow cytometry, Alexa488-MEK5 binding to MEKK2 mutant | percent response, % at 10 µM | hit rate 0.35% among 290,000 | AID 1530; in the data active means percent response above about 24%, passing the limit was not always enough; further: inactives centre near 1; some results filed as inactive read as strong as hits; reference of the scale not given here
GPR7 antag: human neuropeptides B/W receptor 1 antagonism. hit rate 1.1% among 290,000. P48145. inhibition, % at 4.4 µM. GPR7-expressing cells, fluorescence antagonist assay; in the data active means inhibition above about 16%, passing the limit was not always enough;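 further: cells stimulated with the agonist NPW; 0% = agonist with vehicle and 100% = vehicle without agonist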
Target sequence (P48145 whole entry, looked up): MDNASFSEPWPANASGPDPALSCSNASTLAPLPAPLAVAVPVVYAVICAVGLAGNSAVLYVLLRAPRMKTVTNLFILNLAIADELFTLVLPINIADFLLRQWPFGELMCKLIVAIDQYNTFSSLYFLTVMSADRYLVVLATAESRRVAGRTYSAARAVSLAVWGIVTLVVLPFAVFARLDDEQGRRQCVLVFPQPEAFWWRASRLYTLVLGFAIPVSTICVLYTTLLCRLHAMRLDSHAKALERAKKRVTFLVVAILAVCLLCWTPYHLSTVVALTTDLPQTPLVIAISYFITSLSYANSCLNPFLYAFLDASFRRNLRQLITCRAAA
M18AAP inhibitor: blocks P. falciparum M18 aspartyl aminopeptidase; inhibition, % at 7.35 µM; recombinant PfM18AAP, H-Glu-NHMec fluorogenic cleavage; hit rate 1.2% among 290,000;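 active means inhibition above the campaign mean inhibition over all tested compounds plus 3 SD, cut at about 28% in these data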;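 further: 0% = plate median of test compound wells and 100% = 2 mM ZnCl2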
OXTR ag: activates the human oxytocin receptor; P30559; CHO-OTR cells, Fluo-8 calcium fluorescence; normalized: DMSO 0%, oxytocin 100%; activation, % at 3 µM; hit rate 0.32% among 320,000; AID 2435;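 active means activation above the mean of all tested compounds plus 3 SD, cutoff set per screening run, cut at about 20% in these data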;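 further: peak over basal fluorescence ratio from a 100 s FLIPR kinetic read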
Target sequence (P30559 whole entry, looked up): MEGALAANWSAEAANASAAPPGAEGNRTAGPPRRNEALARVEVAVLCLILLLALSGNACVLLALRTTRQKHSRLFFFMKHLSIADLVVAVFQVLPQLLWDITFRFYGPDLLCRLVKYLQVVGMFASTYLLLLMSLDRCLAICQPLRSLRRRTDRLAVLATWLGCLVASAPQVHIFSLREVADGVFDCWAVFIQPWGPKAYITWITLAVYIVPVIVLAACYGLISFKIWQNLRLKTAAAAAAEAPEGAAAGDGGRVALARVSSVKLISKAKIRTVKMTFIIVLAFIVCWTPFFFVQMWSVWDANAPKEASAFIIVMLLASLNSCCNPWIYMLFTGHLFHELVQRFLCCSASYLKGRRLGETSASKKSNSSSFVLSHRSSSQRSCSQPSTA
* = called active by the depositor; · = no result given.

The opening 5 entries (preview)
SMILES	PHOSPHO1 inh	MEKK3 PB1 HTS	MEKK2 WT-MEK5	NALP1 inh	FID counter	MEKK2mut PB1 HTS	GPR7 antag	M18AAP inhibitor	OXTR ag
Clc1ccc(-c2nnc(-c3ccccc3)c(N3CCSCC3)n2)cc1	34	101	93	9	-6	-2	-5	1	-1.8
Cc1ccccc1OCC(=O)Nc1c2c(nn1C(C)(C)C)CS(=O)(=O)C2	22	104	98	2	-22	-3	-8	-14	0.1
CC1CCc2cc(F)cc3c(=O)c(C(=O)O)cn1c23 (stereo unspecified)	4	105	94	102*	0	3	-7	6	0.4
COc1cc2c(cc1OC)CN(C(=O)CN(C)S(=O)(=O)c1ccc(NC(C)=O)cc1)CC2	42	102	103	6	-20	3	-4	3	0.2
COc1ccc(-n2c(C(C)n3nc(C)c([N+](=O)[O-])c3C)n[nH]c2=S)cc1 (stereo unspecified)	-6	108	98	-18	-6	4	-3	27	0.1

This part in full (from the top)
SMILES	PHOSPHO1 inh	MEKK3 PB1 HTS	MEKK2 WT-MEK5	NALP1 inh	FID counter	MEKK2mut PB1 HTS	GPR7 antag	M18AAP inhibitor	OXTR ag
Clc1ccc(-c2nnc(-c3ccccc3)c(N3CCSCC3)n2)cc1	34	101	93	9	-6	-2	-5	1	-1.8
Cc1ccccc1OCC(=O)Nc1c2c(nn1C(C)(C)C)CS(=O)(=O)C2	22	104	98	2	-22	-3	-8	-14	0.1
CC1CCc2cc(F)cc3c(=O)c(C(=O)O)cn1c23 (stereo unspecified)	4	105	94	102*	0	3	-7	6	0.4
COc1cc2c(cc1OC)CN(C(=O)CN(C)S(=O)(=O)c1ccc(NC(C)=O)cc1)CC2	42	102	103	6	-20	3	-4	3	0.2
COc1ccc(-n2c(C(C)n3nc(C)c([N+](=O)[O-])c3C)n[nH]c2=S)cc1 (stereo unspecified)	-6	108	98	-18	-6	4	-3	27	0.1
COc1ccc(NC(=O)Nc2sc(=S)n(C)c2C)cc1	10	116	106	6	-1	-4	-4	6	-0.4
CCOC(=O)/C(C#N)=C\c1ccc(O)c(OC)c1	46	102	106	-11	-4	6	-13	5	1.0
O=C(O)c1ccc(Cl)c(S(=O)(=O)N(Cc2ccccc2)c2ccc(Cl)cc2)c1	42	104	105	1	1	8	-1	4	-0.5
Cc1ccc2[nH]c(=O)c(-c3noc(CC(C)C)n3)cc2c1	11	93	88	13	-29	-6	2	-1	-2.0
Cc1cc(=O)oc2cc(OCC(=O)N3CCN(c4ccc(F)cc4)CC3)c(Cl)cc12	13	101	99	17	-7	0	6	-19	0.8
O=C1NC2=C(CCc3ccccc32)C(c2ccccc2)N1 (stereo unspecified)	-7	92	95	25	-11	-1	-2	12	-0.1
Cc1ccc(NC(=O)CN(C)S(=O)(=O)c2cccc3cccnc23)cc1F	49	97	97	26	1	-6	3	-4	-0.7
CCOc1cccc(/C=N/NC(=O)CC2C(=O)NN=C2C)c1O (stereo unspecified)	-1	91	91	-2	-3	-9	-8	8	-0.1
COCCN(C(=O)c1snc(C(N)=O)c1N)C(C(=O)NC1CCCCC1)c1ccc(N(C)C)cc1 (stereo unspecified)	45	104	107	20	-33	4	-6	-10	-1.4
COc1ccc(-n2nc(C(=O)NCC3CCCO3)c3ccccc3c2=O)cc1 (stereo unspecified)	-88	97	95	-5	-18	1	-6	6	-0.4
CSc1nc2ccc(NC(=O)c3ccco3)cc2s1	-1	105	96	39	1	18	-6	-7	-1.6
O=C(NC1CC1)c1ccc(-n2cccc2)cc1	28	103	99	19	-1	1	-3	4	0.1
O=c1cc(-c2ccccc2)nc(SCc2ccccc2F)[nH]1	-22	95	92	-14	-7	-7	-16	0	-0.2
CCN(CC)c1ccc2cc(S(=O)(=O)c3ccc(Cl)cc3)c(=O)oc2c1	9	96	76	34	1	-8	-11	2	1.4
Cc1ccccc1NC(=O)N1CCCC1C(=O)NCc1ccccc1 (stereo unspecified)	35	114	116	9	0	14	-8	-1	0.5
CC(C)CCNC(=O)c1cccc(Cl)c1	5	·	·	-2	0	·	1	-1	-2.2
O=C(Nc1cccc(C(F)(F)F)c1)C1CCN(S(=O)(=O)c2cnc[nH]2)CC1	-6	106	104	20	-2	5	-7	1	-0.3
Cc1nn(C)c(C)c1CN(Cc1nc(-c2cc(F)ccc2F)oc1C)C1CC1	18	91	85	0	-19	-9	-2	-1	1.9
Cc1ccc(N(C(=O)CNC(=O)c2ccco2)C(C(=O)NC2CCCCC2)c2cccnc2)cc1 (stereo unspecified)	32	99	100	13	-43	2	-2	4	0.2
O=C(CSc1nc2ccccc2c(=O)n1Cc1ccc(C(=O)NC2CC2)cc1)NCc1ccco1	-14	102	96	0	-26	1	1	5	-0.2
Cc1ccc(-n2nc3c(=O)n(CCCC(=O)NCc4cccc(Cl)c4)nc(C)c3c2C)cc1	58	96	93	14	-49	0	-11	3	-1.2
COC(=O)c1c(NC(=O)Cn2cc([N+](=O)[O-])cn2)sc2c1CCC2	55	84	89	5	-2	-9	-12	3	-1.0
CC(=O)Nc1ccc(NS(=O)(=O)c2ccc3c(c2)NC(=O)CC(=O)N3)cc1	48	98	103	-3	-4	2	-15	5	0.3
Cc1ccc(NC(=O)c2ccccc2NC(=O)Cc2ccccc2)cc1	-8	94	96	38	-20	-1	-6	3	-1.9
CN(C)S(=O)(=O)c1cccc(NC(=S)Nc2ccc3cn[nH]c3c2)c1	-12	93	94	-3	7	-4	-5	15	-0.8
NC(=O)c1cc[n+](CC(=O)c2ccc(NC(=O)c3ccccc3)cc2)cc1	2	110	105	10	4	5	0	-8	1.3
O=C(NCc1ccc(F)cc1)c1cnc2n(c1=O)CCS2	1	109	109	12	-2	11	-13	0	0.8
COC(=O)c1sccc1NC(=O)CSc1cccc(Cl)c1Cl	24	·	·	-9	1	·	-16	-2	0.4
Cc1cc(C)nc(N2CCC(C(=O)Nc3ccc4c(c3)CCC4)CC2)n1	0	103	102	·	-3	7	1	-2	-0.5
O=C(NCCC1CC1(Cl)Cl)c1ccc([N+](=O)[O-])cc1 (stereo unspecified)	36	104	105	5	-2	12	-7	3	-1.0
CCOc1ccc(CCNC(=O)CCc2c(C)nc3ncnn3c2C)cc1OCC	18	96	100	7	-16	0	9	-1	-1.0
Cc1ccc(C(=O)NCC(C)(C)N2CCOCC2)s1	5	102	106	-4	-2	5	4	-4	2.0
Cc1cc(Nc2ccccc2)n(C(=O)c2ccc(Cl)cc2)n1	4	104	110	-1	1	-2	-10	2	-1.3
Cc1cc(S(=O)(=O)Nc2ccc(C(=O)N3CCN(C(=O)c4ccco4)CC3)cc2)ccc1F	-9	104	102	-11	-29	4	-9	-4	1.4
Cc1ccc(CSc2nnc(SCC(=O)N/N=C/c3c[nH]c4ccccc34)s2)cc1	49	98	97	-14	-11	-3	-14	4	·
CCOc1ccc(NC(=O)CSc2nncc(=O)n2N)cc1	33	103	105	-1	-10	9	1	0	-0.7
CCSc1nnc(NC(=O)CC)s1	3	96	94	11	-3	-8	-8	5	1.0
CC(=O)c1cccc(S(=O)(=O)NC2CCSc3ccccc32)c1 (stereo unspecified)	11	96	97	6	-19	4	5	-4	0.3
COc1ccc(N2C(=O)C3CCCN3C2c2cccc(C)c2)cc1Cl (stereo unspecified)	-17	100	99	33	-3	0	-14	-5	-1.3
O=S(=O)(c1ccc(Cl)cc1)N1c2ccccc2Oc2nc3ccccc3nc21	-1	107	98	8	-3	-3	-11	-2	-1.6
CC1CCN(C(=O)CCCN2C(=O)c3cccnc3Oc3ccc(Cl)cc32)CC1	2	98	98	16	-41	1	-4	-1	-1.0
CCc1c(C(=O)Nc2ccc(OC)cc2)[nH]c(C)c1C(C)=O	2	99	95	-4	-7	-1	-2	4	1.8
O=c1c(Cl)c(NCCO)cnn1-c1cccc(Cl)c1	20	103	102	8	-2	1	-1	-4	0.4
O=C(Nc1cc(C(F)(F)F)ccc1Cl)C1CCN(c2nnc(-n3cccc3)s2)CC1	-3	96	104	-94	-7	4	-12	0	·
OC1CCC(Nc2ncnc3sccc23)CC1 (stereo unspecified)	28	103	102	9	-3	3	-5	0	1.1
More compounds
SMILES	PHOSPHO1 inh	MEKK3 PB1 HTS	MEKK2 WT-MEK5	NALP1 inh	FID counter	MEKK2mut PB1 HTS	GPR7 antag	M18AAP inhibitor	OXTR ag
CSc1nsc(SCC(=O)Nc2ccc3c(c2)OCCO3)n1	-16	111	104	27	3	5	-4	-7	-1.1
COc1ccc(S(=O)(=O)N2CCN(c3ccccn3)CC2)c(OC)c1	44	98	101	0	-24	3	-2	2	2.6
CCOC(=O)c1c(C)[nH]c(C)c1C(=O)CSc1nc2ccccc2c(=O)n1-c1ccccc1C	-7	100	94	21	-16	-3	-8	1	-2.4
COC(=O)[C@]1(S(=O)(=O)c2ccccc2)C[C@@H]2ON=C(c3ccc(OC)cc3)[C@@H]2C1	25	96	89	23	-31	-6	-1	-2	1.6
COc1cccc(OC)c1OCCCc1c(C)n[nH]c1C	-2	95	93	6	-16	-1	16*	-5	-0.4
CCCCCc1nnc(NC(=O)CN2C(=O)C3CCCCC3C2=O)s1 (stereo unspecified)	37	106	109	-1	-38	8	-15	-2	0.3
O=C(C[n+]1ccccc1)N1c2ccccc2Sc2ccccc21	-7	101	106	3	11	-3	-3	-3	0.0
CCN=C1S/C(=C\c2ccc(-c3cccc(C(=O)O)c3)o2)C(=O)N1CC	42	103	97	14	-14	-6	1	0	0.0
NC1=NS(=O)(=O)NC1c1ccc(Br)cc1 (stereo unspecified)	52	99	99	-10	1	-1	-14	0	0.2
O=C(C[n+]1cnn(CC(=O)c2ccc(Cl)cc2Cl)c1)c1ccc([N+](=O)[O-])cc1	14	101	157*	·	4	24	4	24	-0.9
Cc1cc(C(F)(F)F)c(C#N)c(SCC(=O)Nc2nc3ccccc3s2)n1	-21	117	57*	-2	-4	45	-4	0	6.5
O=C(CS(=O)(=O)c1c[nH]c2ccccc12)N1CCCCC1	5	96	95	3	-3	-5	-5	-7	-0.1
CC1=CCC(C(=O)O)(C(=O)N/N=C/c2cccs2)C(c2ccc(Cl)cc2)C1 (stereo unspecified)	14	99	94	-1	-36	-7	-6	-2	-0.9
CCOc1ccc(S(=O)(=O)N2CCN(C)CC2)c(C)c1C	0	100	103	41	-1	12	-3	0	0.8
Cc1ccc(C)c(N/C=C(\C#N)c2nc3ccccc3o2)c1	·	105	103	·	-1	11	2	7	-0.3
CCOC(=O)c1[nH]cc(-c2ccccc2)c1N1CCOCC1	80*	101	98	7	-12	4	-10	9	1.3
CN(c1ccccc1)S(=O)(=O)c1cccc(NC(=O)C2CC(=O)N(Cc3ccccc3)C2)c1 (stereo unspecified)	14	79	73	·	-28	-32	-7	-5	0.3
O=C1CN(S(=O)(=O)c2cc(C(=O)O)ccc2Cl)c2ccccc2N1	26	96	94	10	-6	2	0	-9	0.2
COc1ccc(NC(=O)CCC(=O)NCc2ccco2)c([N+](=O)[O-])c1	24	104	108	10	0	6	-1	2	·
CCCCCCc1c(O)c2ccccc2[nH]c1=O	-22	94	94	26	2	-3	-3	-3	-0.5
COc1ccc(-c2csc(NC(=O)c3ccccc3NS(=O)(=O)c3ccc(C)cc3)n2)cc1	-20	101	99	22	-25	10	27*	0	12
CCN(CC)CCCNC(=S)N1CCN(c2nc3ccccc3n2CC)CC1	-2	103	106	9	14	10	-1	3	·
C/C(Cl)=C/Cc1c(C)[nH]c2c(ccc3ccccc32)c1=O	·	100	99	5	-7	-6	8	7	-0.1
COc1ccc(/C=C2\N=C(c3c(-c4ccccc4)noc3C)OC2=O)cc1OC	48	·	·	5	-14	·	-10	-5	0.7
CCOc1cccc(Oc2ccc(C(F)(F)F)cn2)c1	14	105	101	34	-1	6	-12	2	1.3
Cc1cc(-c2nnc(SCC(=O)Nc3ccccn3)o2)no1	-5	95	85	-6	0	-8	-12	5	-0.2
CCn1cnc2sc(C(=O)Nc3ccc4c(c3)OCO4)c(C)c2c1=O	-7	106	101	23	-4	4	-5	-1	0.5
